mcGAS lum – blocks mouse cGAS activity; recombinant cGAS, Kinase-Glo ATP depletion luminescence; 160,000 compounds, 0.15% hits; inhibition, % at 12.5 µM; Q8C6L5;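 further: 0% = negative control wells and 100% = reference inhibitor with no enzyme activity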
hcGAS lum – inhibitors of human cGAS. Q8N884. recombinant h-cGAS, ATP depletion, Kinase-Glo luminescence. inhibition, % at 12.5 µM. 290,000 compounds, 0.081% hits;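 further: 0% = vehicle reaction and 100% = reaction without DNA for no activity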
Target sequence (Q8N884 whole entry, looked up): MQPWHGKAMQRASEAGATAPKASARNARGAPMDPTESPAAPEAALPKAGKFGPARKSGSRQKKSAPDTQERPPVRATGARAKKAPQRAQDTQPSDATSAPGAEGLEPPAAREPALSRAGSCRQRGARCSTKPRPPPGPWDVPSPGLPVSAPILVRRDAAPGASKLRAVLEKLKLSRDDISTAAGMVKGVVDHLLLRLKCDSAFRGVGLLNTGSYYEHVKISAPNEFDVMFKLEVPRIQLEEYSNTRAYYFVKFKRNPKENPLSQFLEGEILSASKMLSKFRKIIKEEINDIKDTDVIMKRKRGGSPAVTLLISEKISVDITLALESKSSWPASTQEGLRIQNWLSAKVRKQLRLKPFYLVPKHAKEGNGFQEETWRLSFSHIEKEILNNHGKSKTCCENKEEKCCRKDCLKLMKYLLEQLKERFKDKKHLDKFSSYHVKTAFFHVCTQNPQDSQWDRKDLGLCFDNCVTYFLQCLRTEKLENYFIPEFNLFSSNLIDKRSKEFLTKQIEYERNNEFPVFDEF
NPYLR7 ag – activates Aedes aegypti NPYLR7 receptor; HEK293T NPYLR7/Galpha15, GCaMP6s calcium fluorescence; 270,000 compounds, 0.15% hits; activation, % at 10 µM; in the data active means activation above about 40%;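 further: 0% = vehicle and 100% = reference agonist at the receptor; some compounds past the cut are filed as inactive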
The depositor's hits bear a star; nt = no result given; & = joins results of further samples. Unless noted, no stated cut-off is given here; in the data, active means inhibition above about 40%; inactive means the rest. No enrichment for hits. Share with any hit: about 0.27%.

1: Cc1cccn2c(=O)c(C=C3SC(=S)N(CC(C)C)C3=O)c(N3CC(C)OC(C)C3)nc12 (stereo unspecified)
2: Oc1ccc(Br)cc1/C=N\Nc1nc(N2CCOCC2)nc(N2CCOCC2)n1
3: Cc1ccc2nc(N3CCN(S(C)(=O)=O)CC3)[nH]c2c1
4: CCOC(=O)c1c(NC(=O)c2cc3ccccc3oc2=O)sc(C(C)=O)c1C
5: NC(=O)C1CCCN1CCc1c(F)cccc1Cl (stereo unspecified)
6: CCCc1nc(N2CCN(C(=O)C3CCC3)CC2)c2c(-c3cccc(C(F)(F)F)c3)noc2n1
7: CC1(c2ccc3ccccc3c2)NC(=O)N(CC(=O)N2CCN(S(C)(=O)=O)CC2)C1=O (stereo unspecified)
8: CN1CCC(N(C)C(=S)Nc2ccc(SC(F)F)cc2)CC1

screen / no. | 1 | 2 | 3 | 4 | 5 | 6 | 7 | 8
mcGAS lum | -7.2 | 2.4 | nt | nt | nt | -0.7 | nt | -3.8
hcGAS lum | -12.0 | 5.1 | -1.7 | -6.4 | -9.1 | 4.1 | -10.2 | -6.1
NPYLR7 ag | 2.3 | -4.7 | -0.3 | -1.0 | 13.3 | -2.8 | 8.0 | 1.8

9: NC(=O)c1ccc(NC(=O)c2c3c(nn2C2CCS(=O)(=O)C2)CCC3)cc1 (stereo unspecified)
10: CC(NC(=O)c1cnn(CC(=O)NC2CCCCC2)c1)C(C)(C)C (stereo unspecified)
11: Cc1c(NC(=O)c2ccccc2F)cccc1-c1nc2c(C)cccc2o1
12: CC(C(=O)NCC1CCCO1)n1ncn2cccc2c1=O (stereo unspecified)
13: Cc1cccc(-n2c(SCC(=O)NC3CC3)nc3ccccc3c2=O)n1
14: COc1ccc(-c2nc3ccccn3c2NC(=O)c2cccc(F)c2)cc1
15: CCOC(=O)N1CCN(CC(=O)N2N=C(c3ccc(C)cc3C)CC2c2ccc(OCC)cc2)CC1 (stereo unspecified)
16: CC(=O)c1sc(Nc2ccccc2)nc1C

screen / no. | 9 | 10 | 11 | 12 | 13 | 14 | 15 | 16
mcGAS lum | nt | -1.2 | -10.3 | nt | nt | -6.4 | -6.7 | -1.3
hcGAS lum | -4.6 | 2.7 | -6.7 | -3.4 | -5.4 | -3.9 | -3.3 | 1.9
NPYLR7 ag | 12.2 | -2.4 | nt | -6.5 | 0.7 | -1.2 | 19.1 | 5.4

17: CCCn1nc(C)c2cnn(-c3ccccc3)c2c1=O
18: Cc1cc(NC(=O)c2cccs2)n(-c2nc3c(c(=O)[nH]2)CCC3)n1
19: CCOC(=O)[C@H]1C[C@]2(CCCCNC2=O)N(C(=O)COc2ccccc2)[C@H]1c1ccco1
20: O=C(C1CCCN(Cc2nc(Cc3cccc(C(F)(F)F)c3)no2)C1)N1CCOCC1 (stereo unspecified)
21: CCOC(=O)c1nn(-c2ccc(C)cc2)c(=O)c2c(NC(=O)COC)scc12
22: CCc1cc(-c2ccc(OC)c3ncccc23)ccc1NC(C)=O
23: CCNc1scnc1C(=O)OCC(=O)N(C1CCCC1)C1CCS(=O)(=O)C1 (stereo unspecified)
24: O=c1ccc(-c2ccccc2)nn1CCn1ccnc1-c1cccs1

screen / no. | 17 | 18 | 19 | 20 | 21 | 22 | 23 | 24
mcGAS lum | nt | -0.8 | -7.6 | -3.8 | -7.1 | -16.3 | nt | nt
hcGAS lum | -2.8 | -0.7 | -6.8 | -5.9&-2.9 | -2.4 | -3.5 | -9.2 | -7.4
NPYLR7 ag | -8.2 | -1.1 | 6.5 | 3.7&-0.7 | 4.5 | 5.9 | 1.1 | 26.0

25: COc1cccc2cc(C(=O)Nc3ccc(Oc4ccc(Cl)cc4)cc3)c(=O)oc12
26: O=C1OC(c2ccccc2)=N/C1=C\C=C\c1ccccc1
27: Cc1[nH]c(=S)sc1Cc1ccc(Cl)cc1
28: O=C(NNC(=O)c1ccc[nH]c1=O)c1cc2c(s1)CCCC2
29: COc1cc(C=C2N=C(c3ccc(C)cc3)OC2=O)cc(Cl)c1OC
30: CC(C)C(=O)N(C)CCN1C(=O)C(C)SC1c1ccccc1F (stereo unspecified)
31: O=C(CN1CCN(C(=O)C2CCCO2)CC1)NC(=O)NC1CCCCC1 (stereo unspecified)
32: Cc1cc(C)nc(SCCCn2c(N3CCCC(C)C3)nc3c2c(=O)[nH]c(=O)n3C)n1 (stereo unspecified)

screen / no. | 25 | 26 | 27 | 28 | 29 | 30 | 31 | 32
mcGAS lum | 0.5 | -3.2 | -15.5 | nt | -7.2 | -4.5 | nt | nt
hcGAS lum | -1.9 | -4.9 | -6.6 | 5.5 | -2.3 | -4.0 | -3.9 | -3.8
NPYLR7 ag | -6.5 | -5.5 | -1.4 | -0.7 | 8.7 | -1.2 | 7.0 | -1.8

Among those listed so far, 4 have a Cl atom:
5: NC(=O)C1CCCN1CCc1c(F)cccc1Cl (stereo unspecified)
25: COc1cccc2cc(C(=O)Nc3ccc(Oc4ccc(Cl)cc4)cc3)c(=O)oc12
27: Cc1[nH]c(=S)sc1Cc1ccc(Cl)cc1
29: COc1cc(C=C2N=C(c3ccc(C)cc3)OC2=O)cc(Cl)c1OC

screen / no. | 5 | 25 | 27 | 29
mcGAS lum | nt | 0.5 | -15.5 | -7.2
hcGAS lum | -9.1 | -1.9 | -6.6 | -2.3
NPYLR7 ag | 13.3 | -6.5 | -1.4 | 8.7

Following part
33: NC(=O)C1CCN(C(c2ccccc2)C2Sc3ncnn3C2=O)CC1 (stereo unspecified)
34: CSc1nc(N2CCCCC2)c2cnn(CCNC(=O)COc3ccc(F)cc3)c2n1
35: Cc1ccc2c(c1)C(C)(C)OC2=O
36: Cc1ccc(-c2nc3nc(N)n(C)c(=O)c3nc2-c2ccc(C)cc2)cc1
37: O=C(Nc1ccc(-c2nc3cc(Cl)ccc3o2)cc1)c1ccccc1F
38: O=c1c(-c2cc(O)c(O)c(O)c2)coc2cc(O)c(O)c(O)c12
39: C=CCCCCCCCCC(=O)N1CCC(c2cn(C)c3ccc(C)cc23)CC1
40: Cc1cc(C)n(-c2ccc(CNC(=O)C(C)C)c(C(F)(F)F)c2)n1

screen / no. | 33 | 34 | 35 | 36 | 37 | 38 | 39 | 40
mcGAS lum | -7.5 | -5.9 | nt | -5.8 | -2.2 | 82.2* | -6.1 | nt
hcGAS lum | -8.6 | -3.8 | 6.6 | -6.5 | -5.3 | 70.7* | -11.0 | -7.3
NPYLR7 ag | 22.3 | nt | -8.3 | 1.5 | 2.8 | nt | 27.5 | 3.2

41: Cc1cc(C(=O)Nc2ccc(Br)cc2F)c(C)s1
42: COc1ccc(NC(C)=O)cc1S(=O)(=O)N(CC(F)(F)F)C1CC1
43: COCCCNc1nc2nonc2nc1N1CCN(C)C[C@@H]1c1ccccc1
44: CCNC(=O)N(C)Cc1cccc(N2CCN(C(=O)c3c(Cl)cccc3Cl)CC2)c1F
45: COc1ccc(OC)c(-n2c(CNC(=O)COc3ccccc3)nnc2SCC(=O)Nc2nccs2)c1
46: Cc1n[nH]c(=O)c(C(=O)NC2CCCN(c3cccc(F)c3)C2)c1C (stereo unspecified)
47: Cc1noc(C)c1CN1C(=O)CC(Cc2ccc(F)cc2)C1=O (stereo unspecified)
48: O=c1c(-c2ccccc2)nnc2sc(CCc3ccccc3)nn12

screen / no. | 41 | 42 | 43 | 44 | 45 | 46 | 47 | 48
mcGAS lum | nt | nt | nt | -7.0 | -4.7 | nt | nt | -4.7
hcGAS lum | -10.0 | -7.7 | -8.8&-3.7 | -1.2 | -3.8 | -11.7 | -7.5 | -7.6
NPYLR7 ag | -5.4 | 3.9 | 8.3&12.9 | 1.5 | -3.2 | -5.2 | 1.4 | 1.2

49: CCCCCCNC(CC(=O)Nc1ccc2ccccc2c1)C(=O)O (stereo unspecified)
50: CC(C)N(Cc1cnn(C)c1)C(=O)c1ncc[nH]1
51: Cn1c(=O)c2c(ncn2CCNc2ccccc2Cl)n(C)c1=O
52: CCN1CCN(C(=O)c2ccc(N3CCC(NCc4cc5ccccc5s4)CC3)cc2)CC1
53: Cc1ccccc1C1CCN(CCn2cnnc2)C1 (stereo unspecified)
54: CC(C)COC(=O)Nc1cccc(NCC(=O)NC(C)C(C)C)c1 (stereo unspecified)
55: CC1CCc2c(sc3nc(CN4CCN(c5ccccc5F)CC4)[nH]c(=O)c23)C1 (stereo unspecified)
56: OC1(c2ccc(OC(F)F)cc2)C[N+]2=C(SCCC2)N1c1ccccc1 (stereo unspecified)

screen / no. | 49 | 50 | 51 | 52 | 53 | 54 | 55 | 56
mcGAS lum | -9.2 | nt | -1.1 | -10.7 | -8.0 | nt | -4.8 | -1.0
hcGAS lum | -6.8 | -0.6 | -8.1&8.8 | -6.3 | -6.7 | -0.5 | -11.7 | -1.4
NPYLR7 ag | 4.7 | 0.6 | 15.5&-2.3 | 22.2 | -1.8 | -9.6 | 5.5 | 5.1

57: Cc1cc(N2CCN(C(=O)Nc3ccc(-n4cncn4)nc3)CC2)nc(C(C)C)n1
58: Nc1cc(S(=O)(=O)Nc2ccc(Br)cc2)ccc1Cl
59: CSC1CCCCC1(O)CSc1nc2ccccc2o1 (stereo unspecified)
60: COC(=O)c1ccc(N=C2SC(C(=O)O)CC(=O)N2C)cc1 (stereo unspecified)
61: CNc1ccccc1C(=O)OC(C)C(=O)NC1CCCC1 (stereo unspecified)
62: CCc1cc(-c2[nH]ncc2-c2ccc3c(c2)OCCO3)c(O)cc1O
63: Cc1cccnc1-c1ccc2c(c1)CC(CNC(=O)/C=C/c1ccc(F)cc1F)O2 (stereo unspecified)
64: CC(C(=O)N(C)CCC(C)(C)O)n1cc(Cl)cn1 (stereo unspecified)

screen / no. | 57 | 58 | 59 | 60 | 61 | 62 | 63 | 64
mcGAS lum | nt | -0.3 | -4.3 | -5.1 | -17.6 | -2.2 | -25.5 | nt
hcGAS lum | -3.1 | -1.5 | -7.0 | -5.6 | -4.5 | -0.9 | -9.3 | -4.5
NPYLR7 ag | 13.7 | 7.1 | 11.7 | 0.3 | 3.7 | -0.7 | 6.1 | 3.7

65: CC(=O)c1ccc(NC(=O)Cn2c(-n3nc(C)cc3C)nc3c(c2=O)CCC3)cc1
66: CO[C@H]1[C@H](NC(=O)c2ccncc2)c2ccccc2C12CCN(C(=O)CCc1scnc1C)CC2
67: C=CCn1c(=NC(=O)C2=COCCO2)sc2cc(C(=O)OCC)ccc21
68: COc1ccc(C2Oc3ccc4ccccc4c3C=C2[N+](=O)[O-])cc1OC (stereo unspecified)
69: N#Cc1c(Cn2ncc(Cl)c(Cl)c2=O)cn2ccccc12
70: NS(=O)(=O)c1ccc(CCNC(=O)Cn2cnc3c([nH]c4ccccc43)c2=O)cc1
71: O=C1NC2=C(C(=O)c3ccccc32)C(c2ccc(Cl)cc2)S1 (stereo unspecified)
72: O=C(C1=C(O)C(=O)N(CCN2CCOCC2)C1c1cccc(Br)c1)c1ccco1 (stereo unspecified)

screen / no. | 65 | 66 | 67 | 68 | 69 | 70 | 71 | 72
mcGAS lum | -8.3 | -1.5 | nt | nt | nt | -1.0 | nt | -7.3
hcGAS lum | -4.8 | 3.6 | -3.6 | -6.0 | -8.2 | -0.3 | -10.6 | -1.3
NPYLR7 ag | nt | -7.3 | 2.1 | 0.9 | 0.8 | nt | 7.4 | 12.6

Grouped by structure: the compounds so far containing a COOH group.
49: CCCCCCNC(CC(=O)Nc1ccc2ccccc2c1)C(=O)O (stereo unspecified)
60: COC(=O)c1ccc(N=C2SC(C(=O)O)CC(=O)N2C)cc1 (stereo unspecified)

screen / no. | 49 | 60
mcGAS lum | -9.2 | -5.1
hcGAS lum | -6.8 | -5.6
NPYLR7 ag | 4.7 | 0.3

(more compounds)
73: CCn1nnc2c(N3CCN(C(=O)OC)CC3)ncnc21
74: COc1cc(CN2CCCN(c3nc(C)c4cc(C)c(C)cc4n3)CC2)ccc1F
75: C(=Cc1ccccc1)C=NNc1nc2ccccc2[nH]1
76: CCCN(C(=O)c1ccc2c(c1)nnn2CC)C1CCS(=O)(=O)C1 (stereo unspecified)
77: O=C(CN1CCN(Cc2ccco2)CC1)Nc1ccc(Cl)cc1
78: Cc1noc(C)c1CNCc1cc(Cl)cc(Cl)c1O
79: Cc1ccccc1NC(=O)c1c(NC(=O)c2ccc([N+](=O)[O-])cc2)sc2c1CCCC2
80: CCCN=C(NC(=O)c1ccc(OC)cc1)OCCOC

screen / no. | 73 | 74 | 75 | 76 | 77 | 78 | 79 | 80
mcGAS lum | nt | -8.9 | -7.2 | nt | nt | nt | nt | -5.4
hcGAS lum | -3.0 | -6.5 | -5.3 | -12.9 | 2.3 | -14.3 | -2.6 | -9.5
NPYLR7 ag | 0.9 | 26.4 | 8.7 | -7.0 | -17.6 | 4.4 | 6.0 | -4.4

81: CN=c1scc(-c2cc(OC)ccc2OC)n1N=Cc1c(OC)cc(OC)cc1OC
82: CCOC(=O)c1[nH]c(C)c(C(=O)OCC(=O)c2ccccc2)c1C
83: O=C(C1CCNCC1)N1CCOCC1
84: CN(CC(=O)NC(C)(C)C)C(=O)NC1CC1
85: CCCC1COCCN1Cc1ccc(NC(C)=O)cc1 (stereo unspecified)
86: C#CCn1c(CCCO)nc2ccccc21
87: CCCC(CCC)C(=O)OC1C[C@H]2CC[C@@H](C1)[N+]2(C)C (stereo partly specified)
88: CN(Cc1ccccc1)c1cc(Cl)nc(SCC(=O)NC(Cc2ccccc2)c2ccccc2)n1 (stereo unspecified)

screen / no. | 81 | 82 | 83 | 84 | 85 | 86 | 87 | 88
mcGAS lum | nt | nt | nt | nt | -14.9 | nt | -7.8 | -0.5
hcGAS lum | -2.7 | -3.6 | -3.8 | -4.0 | -6.8 | -0.1 | -6.5 | 1.4
NPYLR7 ag | -5.4 | 7.4 | 0.7 | -0.9 | 4.7 | 0.7 | -5.2 | nt

Bioassay records (PubChem)
